C diff HTS: inhibitors of Clostridium difficile growth. growth activity, negative = inhibition, % at 16 µg/mL (by protocol). 86,000 compounds, 0.25% hits. AID 1259249. Clostridium difficile clinical isolate growth, OD600, 24 h; hits give low values;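 active = mean growth activity at or below -80% and every replicate also at or below -80%; inconclusive = mean at or below -80% but some replicate above -80%; inactive = mean growth activity above -80%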;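 note: 0% = DMSO wells and -100% = levofloxacin 16 µg/mL wells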
T cruzi growth: inhibitors of T. cruzi proliferation; T. cruzi beta-gal in NIH3T3, GalScreen luminescence, 90 h; inhibition, % at 8.34 µM; 77,000 compounds, 5.9% hits;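 active = mean inhibition above about 93%, with at least 55% of replicates each passing it, limit read from the data, passing the limit was not always enough; inconclusive = only one of those two conditions holds; inactive = neither condition holds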
KDM4C inh: inhibitors of human demethylase GASC-1 KDM4C | 96,000 compounds, 0.15% hits | GST-KDM4C 2-372, H3K9me3 peptide, LANCE TR-FRET | inhibition, % at 12.5 µM | Q9H3R0;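 active = mean replicate inhibition above about 25%, with at least 55% of replicates also reaching it, limit read from the data, passing the limit was not always enough; inconclusive = only one of those two conditions met; inactive = neither condition met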
Target sequence (Q9H3R0 2-372 limits assumed): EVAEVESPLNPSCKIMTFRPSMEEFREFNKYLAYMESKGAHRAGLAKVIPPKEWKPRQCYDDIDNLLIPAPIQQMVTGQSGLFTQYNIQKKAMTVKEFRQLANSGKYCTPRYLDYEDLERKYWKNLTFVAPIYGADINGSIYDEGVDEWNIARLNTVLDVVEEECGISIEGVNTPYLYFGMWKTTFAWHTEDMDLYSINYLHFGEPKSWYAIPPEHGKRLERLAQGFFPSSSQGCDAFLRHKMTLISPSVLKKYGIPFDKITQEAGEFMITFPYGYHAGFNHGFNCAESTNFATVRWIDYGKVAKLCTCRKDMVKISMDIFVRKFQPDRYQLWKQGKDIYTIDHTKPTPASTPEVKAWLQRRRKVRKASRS
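System: N-terminal GST-fused human GASC-1 (KDM4C) fragment, residues 2-372; amount: enzyme final amount 10 nM; incubation: reaction 30 min RT, detection step 1 h RT; medium: HEPES buffer, pH 7.5, plus ascorbate; technique: LANCE TR-FRET, Eu antibody, ULight-streptavidin, EDTA, ex 340 nm, em 618/671 nm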
Pf Dd2 inh: blocks growth of Plasmodium falciparum Dd2 parasites; P. falciparum Dd2 growth, SYBR Green, 72 h; hits give low values; activity change, % at 10 µM; 94,000 compounds, 2.3% hits; AID 1159554; in the data active = activity change below about -80%; inconclusive = no clear call, values can overlap the other calls
An asterisk follows results filed as active; ? = inconclusive; · = not tested or not shown; & = joins results of further samples.

SMILES | C diff HTS | T cruzi growth | KDM4C inh | Pf Dd2 inh
CC(C)NC(=O)N1[C@H](CO)[C@H](c2ccc(C#CC3CCCC3)cc2)[C@@H]1C#N | -4 | 93 | -1.7 | -40
CO[C@@H](CN(C)S(=O)(=O)c1cccc(Cl)c1)[C@H](C)CN([C@@H](C)CO)S(=O)(=O)c1ccc(Cl)cc1 | · | 103* | -0.2 | -13
Cc1ccc(S(=O)(=O)Nc2ccc3c(c2)C(=O)N([C@H](C)CO)C[C@H](C)[C@@H](CN(C)C(=O)NC2CCCCC2)OCCCC[C@@H](C)O3)cc1 | -2 | 32 | -1.6 | -52
O=C(C[C@H]1C=C[C@@H](NC(=O)c2ccccc2)[C@H](CO)O1)NCc1ccncn1 | · | -50 | -0.8 | -3
COc1ccc2c3c(n(C)c2c1)[C@@H](CO)N(C(=O)Nc1ccc(F)cc1)CC31CCN(C(=O)c2cccnc2)CC1 | -1 | · | -1.5 | -58
C[C@@H]1CN([C@@H](C)CO)C(=O)c2cc(C#C[C@@H](C)O)cnc2O[C@@H]1CN(C)C(=O)CN(C)C | 0 | -5 | 0.0 | 30
O=C(C[C@@H]1CC[C@@H]2[C@H](COC[C@H](O)CN2Cc2ccccc2)O1)N[C@@H]1CCN(Cc2ccccc2)C1 | 2 | 77 | 2.3 | -19
C[C@H](CO)N1C[C@H](C)[C@@H](CN(C)C(=O)C2CCC2)Oc2ncc(-c3cccc(F)c3)cc2C1=O | 0 | · | -1.5 | 24
C[C@H](CO)N1C[C@H](C)[C@H](CN(C)C(=O)C2CCCCC2)Oc2ncc(C#CC3(O)CCCC3)cc2C1=O | -3 | 54 | 13 | 36
C[C@H](CO)N1C[C@H](C)[C@@H](CN(C)C(=O)c2ccncc2)Oc2cc(C#CC3(O)CCCC3)ccc2S1(=O)=O | -6 | 9 | 2.4 | 9
Cc1ccccc1S(=O)(=O)NCC[C@@H]1CC[C@H](NS(=O)(=O)c2ccccc2C)[C@H](CO)O1 | · | -28 | 0.2 | -16
COc1ccc(NC(=O)N[C@@H]2CC[C@@H](CCn3cc(-c4ccccn4)nn3)O[C@H]2CO)cc1 | · | -4 | 1.4 | -4
COCC#Cc1ccc([C@H]2[C@@H](CO)N3CCCCN(S(=O)(=O)c4ccccc4C)C[C@@H]23)cc1 | 6 | 86 | -2.2 | -41
COc1ccc(CN(C)C[C@@H]2Oc3ccc(NC(=O)Nc4cccc5ccccc45)cc3CC(=O)N([C@H](C)CO)C[C@@H]2C)cc1 | -6 | 69 | -3.9 | -46
CCCNC(=O)C[C@H]1CC[C@@H]2[C@@H](COc3ccc(NC(=O)Nc4ccccc4)cc3C(=O)N2C)O1 | -1 | 48 | -0.5 | -11
CC(C)CC#Cc1ccc2c(c1)O[C@H](CN(C)C(=O)CN(C)C)[C@H](C)CN([C@H](C)CO)S2(=O)=O | -12 | -2 | -0.5 | -61
C[C@@H]1CCCCO[C@@H](CN(C)C(=O)Nc2cccc3ccccc23)[C@H](C)CN([C@H](C)CO)C(=O)c2cc(NS(=O)(=O)c3ccc(Cl)cc3)ccc2O1 | -4 | 90 | -1.2 | -14
C[C@@H]1CCCCO[C@@H](CN(C)C(=O)Cc2ccccc2)[C@@H](C)CN([C@@H](C)CO)C(=O)c2cc(NC(=O)Cc3ccccc3)ccc2O1 | -4 | 27 | 0.6 | -56
COc1ccc(CN(C)C[C@@H]2OCCCC[C@@H](C)Oc3ccc(NS(=O)(=O)c4cccs4)cc3C(=O)N([C@H](C)CO)C[C@H]2C)cc1 | 6 | 60 | -0.9 | -46
CCC(=O)N1[C@@H]2Cn3c(cccc3=O)[C@H]1[C@@H](C(=O)NC1Cc3ccccc3C1)[C@@H]2CO | -1 | · | 2.1 | -12

As a short view, two of the compounds above.
SMILES | C diff HTS | T cruzi growth | KDM4C inh | Pf Dd2 inh
Cc1ccccc1S(=O)(=O)NCC[C@@H]1CC[C@H](NS(=O)(=O)c2ccccc2C)[C@H](CO)O1 | · | -28 | 0.2 | -16
COc1ccc(NC(=O)N[C@@H]2CC[C@@H](CCn3cc(-c4ccccn4)nn3)O[C@H]2CO)cc1 | · | -4 | 1.4 | -4

Continued.
SMILES | C diff HTS | T cruzi growth | KDM4C inh | Pf Dd2 inh
CCCN(C)C[C@@H]1Oc2cc(C#CC3(O)CCCC3)ccc2S(=O)(=O)N([C@@H](C)CO)C[C@@H]1C | 1 | 47 | -0.8 | -68
COc1ccc2c3c(n(C)c2c1)[C@@H](CO)N(Cc1ccncc1)CC31CCN(C(=O)C2CCCC2)CC1 | -5 | · | 4.9 | -77
O=C(N[C@H]1CC[C@@H](CCNS(=O)(=O)c2ccc(F)cc2)O[C@H]1CO)c1ccccn1 | -5 | 39 | 0.3 | -6
N#C[C@@H]1[C@@H](c2ccc(-c3ccccc3F)cc2)[C@H](CO)N1C(=O)c1ccccn1 | 16 | -10 | 0.1 | -5
Cc1noc(C)c1NC(=O)N(C)C[C@@H]1Oc2cc(C#CCC(C)C)ccc2S(=O)(=O)N([C@H](C)CO)C[C@H]1C | 0 | 67 | -1.8 | -52
C[C@H]1CN([C@@H](C)CO)C(=O)c2cc(NC(=O)CCCCCC(=O)Nc3ccccc3N)ccc2O[C@@H]1CN(C)C(=O)Nc1ccc(C(F)(F)F)cc1 | 8 | · | 8.9 | 0
C[C@H](CO)N1C[C@H](C)[C@H](CN(C)S(=O)(=O)c2cccs2)Oc2ccc(NC(=O)CCN3CCOCC3)cc2CC1=O | -2 | 19 | -1.5 | 26
CS(=O)(=O)Nc1ccc2c(c1)[C@@H]1C[C@H](CC(=O)NCc3ccc(Cl)cc3)O[C@H](CO)[C@@H]1O2 | -3 | 61 | -1.8 | -12
C[C@@H]1CN([C@@H](C)CO)C(=O)c2cc(NC(=O)Nc3ccc(C(F)(F)F)cc3)ccc2O[C@@H](C)CCCCO[C@H]1CN(C)Cc1ccccc1 | 36 | 84 | -1.8 | -67
COc1ccc(NC(=O)Nc2ccc3c(c2)[C@H]2C[C@@H](CC(=O)NCc4ccccn4)O[C@@H](CO)[C@H]2O3)cc1 | 6 | -7 | -2.6 | 18
O=C(Nc1ccc(F)cc1)N1CCCCN2[C@H](C1)[C@H](c1ccc(C3=CCCCC3)cc1)[C@@H]2CO | 8 | 112* | -1.9 | -24
C[C@@H]1CCCCO[C@@H](CN(C)C(=O)Nc2cccc3ccccc23)[C@@H](C)CN([C@@H](C)CO)C(=O)c2cc(NS(=O)(=O)c3ccc(Cl)cc3)ccc2O1 | -3 | 99* | 0.5 | -77
C[C@@H]1CN([C@@H](C)CO)S(=O)(=O)c2ccc(C#CCN(C)C)cc2O[C@H]1CN(C)C(=O)Nc1ccccc1F | · | -113 | -0.7 | -35
COc1cccc(C(=O)Nc2ccc3c(c2)C(=O)N(C)C[C@H](OC)[C@H](C)CN(CCc2ccccc2)[C@@H](C)CO3)c1 | · | ? | 1.5 | -58
C[C@@H]1CN([C@@H](C)CO)C(=O)CCCn2cc(nn2)CO[C@@H]1CN(C)S(=O)(=O)c1ccc(C#N)cc1 | · | -41 | -1.5 | 1
COc1ccc(S(=O)(=O)N(C)C[C@@H]2OCCCC[C@H](C)Oc3ccc(NC(=O)c4ccncc4)cc3C(=O)N([C@H](C)CO)C[C@H]2C)cc1 | -2 | 23 | 17 | -75
C[C@H]1CN([C@@H](C)CO)C(=O)c2cc(-c3cccnc3)cnc2O[C@H]1CN(C)C(=O)Nc1ccccc1 | 0 | -79 | 0.9 | 10
CCCNC(=O)N(C)C[C@H]1Oc2ncc(C#Cc3ccccc3F)cc2C(=O)N([C@H](C)CO)C[C@@H]1C | -6 | 51 | 0.3 | -29
C[C@@H]1CN([C@@H](C)CO)C(=O)CCCn2nncc2CO[C@@H]1CN(C)C(=O)Nc1ccc(C(C)(C)C)cc1 | -4 | -12 | 0.5 | 5
COc1cccc(-c2ccc(C3[C@@H]4CN(C(=O)Nc5ccccc5F)C[C@H]3N4)cc2)c1 (some centres undefined) | 36&20 | · | -1.3&-6.5 | -31&-67

Whole records from above. Order of values: C diff HTS	T cruzi growth	KDM4C inh	Pf Dd2 inh
COc1cccc(-c2ccc(C3[C@@H]4CN(C(=O)Nc5ccccc5F)C[C@H]3N4)cc2)c1 (some centres undefined) is entered as 36&20	·	-1.3&-6.5	-31&-67
C[C@@H]1CN([C@@H](C)CO)C(=O)CCCn2cc(nn2)CO[C@@H]1CN(C)S(=O)(=O)c1ccc(C#N)cc1 is entered as ·	-41	-1.5	1
O=C(Nc1ccc(F)cc1)N1CCCCN2[C@H](C1)[C@H](c1ccc(C3=CCCCC3)cc1)[C@@H]2CO is entered as 8	112*	-1.9	-24
CCCNC(=O)N(C)C[C@H]1Oc2ncc(C#Cc3ccccc3F)cc2C(=O)N([C@H](C)CO)C[C@@H]1C is entered as -6	51	0.3	-29

Later entries.
SMILES | C diff HTS | T cruzi growth | KDM4C inh | Pf Dd2 inh
COc1ccc(-c2ccc3c(c2)[C@H]2[C@H](CCN2C(=O)C2CCOCC2)[C@@H](CO)N3C)cc1 | -5 | 12 | 1.8 | -4
C[C@@H]1CN([C@@H](C)CO)C(=O)c2cc(NS(=O)(=O)c3ccc(F)cc3)ccc2O[C@H]1CN(C)S(=O)(=O)c1ccc(Cl)cc1 | -7 | 35 | -0.7 | -15
CCCC(=O)Nc1ccc2c(c1)C(=O)N(C)[C@@H]1CC[C@H](CC(=O)NCCOC)O[C@@H]1CO2 | 1 | -37 | 0.1 | -2
CC(C)C#Cc1ccc2c(c1)O[C@@H](CN(C)C(=O)CC1CC1)[C@H](C)CN([C@@H](C)CO)S2(=O)=O | -6 | 42 | 1.5 | -45
CN(C)CC(=O)N[C@H]1C=C[C@@H](CC(=O)NCCN2CCCCC2)O[C@H]1CO | · | -24 | -0.1 | -3
O=C(Cc1ccncc1)NCC[C@@H]1CC[C@@H](NC(=O)C2CC2)[C@H](CO)O1 | -1 | · | 3.8 | 5
O=C(CC1CC1)Nc1ccc2c(c1)[C@@H]1C[C@@H](CC(=O)N3CCOCC3)O[C@@H](CO)[C@@H]1O2 | 2 | -57 | -0.4 | 4
CN(C)CCCNC(=O)C[C@@H]1CC[C@H]2[C@H](COc3ccc(NS(C)(=O)=O)cc3C(=O)N2C)O1 | -8 | 0 | -0.4 | 19
C[C@H]1CN([C@@H](C)CO)C(=O)c2cc(NC(=O)C3CCCCC3)ccc2O[C@H]1CN(C)CC1CCCCC1 | -1 | -11 | -0.1 | 19
COc1cccc(C(=O)Nc2ccc3c(c2)C(=O)N(C)[C@@H]2CC[C@@H](CC(=O)NCC4CC4)O[C@H]2CO3)c1 | 0 | -17 | -0.4 | -14
CC(=O)N(C)C[C@@H]1Oc2cc(-c3ccc(F)cc3)ccc2S(=O)(=O)N([C@@H](C)CO)C[C@@H]1C | 0 | 5 | 1.1 | -2
C[C@H]1CN([C@@H](C)CO)C(=O)Cc2cc(NC(=O)CCC(F)(F)F)ccc2O[C@H]1CN(C)Cc1ccccc1 | -4 | 31 | 3.0 | -25
CC(C)NC(=O)Nc1ccc2c(c1)C(=O)N([C@@H](C)CO)C[C@H](C)[C@@H](CN(C)C(=O)CCCN(C)C)OCCCC[C@@H](C)O2 | -1 | 0 | 8.5 | 42
C[C@@H]1CN([C@H](C)CO)C(=O)c2cccc(NC(=O)CCCCCC(=O)Nc3ccccc3N)c2O[C@@H]1CN(C)S(=O)(=O)c1cn(C)cn1 | -6 | · | 1.9 | 14
CCCN(C)C[C@@H]1Oc2cc(C#Cc3ccc(F)cc3)ccc2S(=O)(=O)N([C@H](C)CO)C[C@@H]1C | 11 | 14 | -1.0 | -24
O=C(Nc1ccc(F)cc1)Nc1ccc2c(c1)[C@H]1C[C@H](CC(=O)N3CCCCC3)O[C@@H](CO)[C@H]1O2 | -7 | 38 | 2.9 | -14
C[C@@H]1CN([C@H](C)CO)C(=O)c2cc(NC(=O)CCC(F)(F)F)ccc2O[C@@H](C)CCCCO[C@@H]1CN(C)Cc1ccc2c(c1)OCO2 | 0 | 44 | -1.2 | -31
Cc1noc(C)c1S(=O)(=O)Nc1cccc2c1O[C@@H](CN(C)Cc1ccc(Cl)c(Cl)c1)[C@@H](C)CN([C@@H](C)CO)C2=O | · | 58 | 4.1 | -20
C[C@@H]1CN([C@@H](C)CO)S(=O)(=O)c2ccc(-c3cccc(F)c3)cc2O[C@H]1CN(C)C | 0 | -34 | 0.5 | ·
C[C@@H]1CN([C@@H](C)CO)C(=O)c2c(c3ccccc3n2C)-c2ccccc2CO[C@H]1CN(C)Cc1cccc(C(F)(F)F)c1 | 31 | · | -6.8 | -92*
C[C@@H]1CCCCO[C@@H](CN(C)S(=O)(=O)c2ccc(Cl)cc2)[C@@H](C)CN([C@H](C)CO)C(=O)c2cc(NC(=O)CCC(F)(F)F)ccc2O1 | 4 | 29 | -0.4 | -78
Cc1noc(C)c1S(=O)(=O)Nc1cccc2c1O[C@@H](CN(C)C(=O)Nc1ccccc1)[C@@H](C)CN([C@@H](C)CO)C2=O | -2 | 13 | -0.1 | 36
